Assay outcomes as filed in PubChem BioAssay.
CCHF vOTU inh = CCHFV vOTU protease inhibitors, primary screen, biochemical, Pep-AMC substrate, fluorescence; Crimean-Congo hemorrhagic fever virus L polyprotein viral ovarian tumor (vOTU) protease …; inhibition, % at 11.5 µM; hit rate 0.55% among 370,000; AID 651958, 2012; note: 0% = vehicle wells with enzyme and 100% = no enzyme wells
FadD28 binding = inhibitors of FadD28 bisubstrate probe binding, primary screen, biochemical, fluorescence polarization, single point; Mycobacterium tuberculosis FadD28 fatty-acid-AMP ligase; hit rate 0.22% among 360,000; AID 588549, 2011; inhibition, % at 12.5 µM; in the data active = inhibition above about 8.5%, passing the limit was not always enough; inconclusive = no clear call, values can overlap the other calls
BoNT A protease = BoNT/A light chain protease inhibitors, primary screen, biochemical, flow cytometry, MLPCN library | Botulinum neurotoxin type A light chain protease (Clostridium botulinum A str. ATCC 3502) | multiplex microsphere protease substrate cleavage | hit rate 0.17% among 360,000 | AID 588499, 2011 | inhibition, % at 10 µM; in the data active = inhibition above about 30%; inconclusive = no clear call, values can overlap the other calls; note: plate controls were buffer without enzyme for full effect and enzyme alone for no effect
FBA Mtb inh = Mtb FBA enzyme inhibitors, primary screen, biochemical, fluorescence, strain H37Rv; Fructose-bisphosphate aldolase (Mycobacterium tuberculosis (strain ATCC 25618 / H37Rv)), …; purified M. tuberculosis FBA, fluorescence read-out; hit rate 2.3% among 360,000; inhibition, % at 1 µM; in the data active = inhibition above about 27%;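 note: 0% = vehicle and 100% = reference inhibitor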
Target sequence (P9WQA3 whole entry, looked up): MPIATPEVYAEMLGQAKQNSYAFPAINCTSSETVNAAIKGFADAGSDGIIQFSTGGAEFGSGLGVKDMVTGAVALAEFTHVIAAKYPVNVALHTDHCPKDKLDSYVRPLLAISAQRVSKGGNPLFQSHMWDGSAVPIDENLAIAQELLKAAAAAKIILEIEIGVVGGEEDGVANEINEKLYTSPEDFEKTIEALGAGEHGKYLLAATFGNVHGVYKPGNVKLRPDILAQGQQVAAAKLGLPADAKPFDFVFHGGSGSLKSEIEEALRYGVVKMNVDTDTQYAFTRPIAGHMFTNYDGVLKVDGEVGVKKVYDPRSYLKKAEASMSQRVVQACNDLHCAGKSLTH
UGM FP inh = M. tuberculosis UGM enzyme inhibitors, primary screen, biochemical, fluorescence polarization, single point; UDP-galactopyranose mutase (Mycobacterium tuberculosis (strain ATCC 25618 / H37Rv)), …; purified UGM, fluorescence polarization probe displacement; inhibition, % at 10 µM; hit rate 0.06% among 320,000; AID 504406, 2011; in the data active = inhibition above about 10%, passing the limit was not always enough; inconclusive = no clear call, values can overlap the other calls
Target sequence (P9WIQ1 whole entry, looked up): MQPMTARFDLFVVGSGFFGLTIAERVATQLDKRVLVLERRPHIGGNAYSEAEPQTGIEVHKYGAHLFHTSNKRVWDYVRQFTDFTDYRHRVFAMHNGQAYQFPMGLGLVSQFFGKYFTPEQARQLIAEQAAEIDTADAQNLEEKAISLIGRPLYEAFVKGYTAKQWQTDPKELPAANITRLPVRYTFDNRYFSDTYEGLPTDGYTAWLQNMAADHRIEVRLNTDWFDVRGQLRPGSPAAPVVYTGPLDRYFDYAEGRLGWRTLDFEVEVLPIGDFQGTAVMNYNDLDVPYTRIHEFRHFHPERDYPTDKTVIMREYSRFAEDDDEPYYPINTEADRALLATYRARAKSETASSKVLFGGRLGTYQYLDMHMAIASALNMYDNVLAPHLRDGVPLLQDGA
BoNT-F LC inh = BoNT/F light chain protease inhibitors, primary screen, biochemical, flow cytometry, MLPCN library; Multiplex microsphere protease cleavage assay; inhibition, % at 10 µM; hit rate 0.22% among 360,000; AID 588497, 2011; in the data active = inhibition above about 35%, passing the limit was not always enough; inconclusive = no clear call, values can overlap the other calls; note: plate controls were buffer without enzyme for full effect and enzyme alone for no effect
GDH-TPI inh = GDH-TPI coupling enzyme inhibitors, primary screen, artefact control for M. tuberculosis FBA inhibitor project, biochemical, absorbance, full deck. GDH-TPI coupled enzyme counterscreen, NADH absorbance. inhibition, % at 4.8 µM. hit rate 1.2% among 360,000. AID 588335, 2011;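 note: 0% = DMSO wells and 100% = wells lacking the enzyme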
PrPC surface inh = inhibitors of human cell surface prion protein PrPC, primary screen, cell-based, TR-FRET | TR-FRET read-out | inhibition, % at 13.8 µM | hit rate 0.43% among 370,000; in the data active = inhibition above about 24%; note: 0% = median of the test wells and 100% = reference compound wells
BioA inh = M. tuberculosis BioA enzyme inhibitors, primary screen, biochemical, plate reader, single point, HTS. 7,8-diaminopelargonic acid synthase BioA (Mycobacterium tuberculosis). purified M. tuberculosis BioA enzyme. inhibition, % at 9.99 µM. hit rate 0.096% among 360,000. AID 602481, 2012; in the data active = inhibition above about 40%; inconclusive = no clear call, values can overlap the other calls
Starred values were filed as active, the others as inactive; ? = inconclusive; . = no result given; & = joins results of further samples. Cut-off read from the data, not from the text of the source, unless noted: active = inhibition above about 30%; inactive = the rest. Hits appear at their usual frequency. About 4.8% of those tested had a hit in this group.

SMILES	CCHF vOTU inh	FadD28 binding	BoNT A protease	FBA Mtb inh	UGM FP inh	BoNT-F LC inh	GDH-TPI inh	PrPC surface inh	BioA inh
C[C@H](NC(=O)c1ccco1)C(=O)NCCc1ccc(S(N)(=O)=O)cc1	-2	-2.5	0.8	-1	0.9	5	-3	6	-0.5
CCOc1ccc(CCN2C(=O)C3C4CCC(O4)C3C2=O)cc1OCC (stereo not drawn)	-7	-2.4	-0.6	-2	-0.7	-4	7	2	-1.3
COc1ccc(C(C)(C)C)cc1NC(=O)c1ccoc1C	-3	-2.0	0.7	-1	-0.2	-1	-4	-3	0.3
CN(C)c1ccc(/C=N/NC(=O)C(O)(c2ccccc2)c2ccccc2)o1	-4	0.7	?	0	1.7	-1	17	0	-0.7
Cc1ccc(NC(=S)NC(=O)C2CC2)c(C)c1	4	-0.9	0.0	0	0.5	2	6	9	-0.6
C=CCn1c(SCCC)nc(O)cc1=O	-2	-2.9	0.9	0	4.6	4	-8	3	.
Cc1cc(NS(=O)(=O)c2ccc(NC(=O)COc3ccccc3C(C)(C)C)cc2)no1	21	-4.8	-0.8	1	1.1	0	-1	0	2.7
O=C(COC(=O)c1ccc[n+]([O-])c1)Nc1ccccc1OC(F)F	6	0.6	0.0	3	-1.2	-6	0	11	-0.4
CCOC(=O)C1CCN(C(=O)c2ccc3c(Cl)c4c(nc3c2)CCCC4)CC1	2	-0.3	-3.9	5	-1.5	-14	5	3	2.1
Cn1c(N)c(C(=O)c2ccc(C#N)cc2)c(=O)n(C)c1=O	-18	0.2	-1.2	-1	-1.6	-7	1	-3	1.7
CCC1Nc2ncnc(N3CCc4ccccc4C3)c2N(Cc2ccc(Cl)cc2)C1=O (stereo not drawn)	22	-4.1	0.6	4	0.1	-11	14	-2	-1.8
O=C(Nc1cccnc1)c1ccc2ccccc2c1O	6	-0.7	2.2	6	-0.2	?	2	7	0.7

Complete entries, looked up by structure. Order of screens: CCHF vOTU inh | FadD28 binding | BoNT A protease | FBA Mtb inh | UGM FP inh | BoNT-F LC inh | GDH-TPI inh | PrPC surface inh | BioA inh
C=CCn1c(SCCC)nc(O)cc1=O reads -2 | -2.9 | 0.9 | 0 | 4.6 | 4 | -8 | 3 | .
Cc1ccc(NC(=S)NC(=O)C2CC2)c(C)c1 reads 4 | -0.9 | 0.0 | 0 | 0.5 | 2 | 6 | 9 | -0.6

Next entries
SMILES	CCHF vOTU inh	FadD28 binding	BoNT A protease	FBA Mtb inh	UGM FP inh	BoNT-F LC inh	GDH-TPI inh	PrPC surface inh	BioA inh
Cc1cc(NC(=O)c2ccccc2)n(C(C)(C)C)n1	0	-0.3	.	2	0.1	.	-6	5	-1.4
O=C(c1ccccc1)c1ccc(C(=O)N2CCN(c3ccccc3Cl)CC2)cc1	-5	-2.4	0.0	1	2.2	-4	-1	-6	-0.9
CCOC(=O)c1c(C)c(-c2ccccc2)n(CC(=O)NCCC(C)C)c1C	11	-0.2	0.0	5	1.0	-9	3	-1	-2.2
Cc1nc2ncnn2c(C)c1CCC(=O)N1CCN(c2ccccn2)CC1	-3	-0.3	-7.2	5	2.2	-12	11	-9	1.0
O=C(Nc1ccc(CN2CCOCC2)cc1)c1ccc(-c2ccc(Cl)cc2Cl)o1	22	-2.4	-0.4	-3	2.1	5	7	17	-2.8
O=C(OCC(=O)N1CCCC1)c1cc(=O)c2ccccc2o1	2	-0.4	1.8	-1	1.1	-10	6	1	-3.7
COC(=O)c1ccc(OC)c(CSc2nnc(COc3ccc(OC)cc3)o2)c1	4	-3.6	-0.4	-5	-3.0	0	7	-3	2.3
COc1cc(C(=O)NCc2cc(C)nc3ccccc23)cc(OC)c1OC	9	-0.9	-1.0	0	2.6	-5	0	-6	.
Cc1ccc2[nH]c(=O)c(CN(CC3CCCO3)S(=O)(=O)c3c(C)ccc4nsnc34)cc2c1 (stereo not drawn)	-11	-5.8	?	-1	0.9	4	-6	-2	.
CC(=O)c1cccc(Nc2ccc(-c3ccccc3F)nn2)c1	14	-4.4	-0.7	-6	-0.9	-5	-8	1	.
Cc1ccc(NC(=O)C(=O)Nc2ccc(C)cn2)nc1	4	-0.3	-0.1	2	4.0	-2	7	1	0.0
CCOc1ccc(S(=O)(=O)N2CCC(C(=O)NCc3cccnc3)CC2)cc1	9	-3.1	-1.1	-1	-3.1	-6	1	7	1.3
Cc1ccccc1N1CCN(CCCN2C(=O)C3CCCCN3C2=O)CC1 (stereo not drawn)	3	1.3	0.2	0	0.1	-4	14	-4	-4.0
CC(C(=O)c1ccc(-c2ccccc2)cc1)[n+]1cccc(NC(=O)c2ccccc2)c1 (stereo not drawn)	-4	-8.5	7.6	3	1.3	26	-10	9	6.1
COC(=O)[C@]1(C)N[C@H](CN(C)C(=O)c2ccc(F)cc2)[C@@H]2C(=O)N(Cc3ccccc3)C(=O)[C@@H]21	5	-2.2	-0.7	0	1.2	-5	0	6	0.0
CCOC(=O)C1CCN(C(=O)CCNC(=O)c2ccccc2OC)CC1	-5	-2.1	-0.8	-1	0.9	-4	4	-4	1.1
CC/C(=N\OC(=O)c1ccc(OC(C)C)cc1)c1ccc(C)cc1	18	-0.9	0.0	2	-0.3	7	3	-1	-1.9
CCOC(=O)C1=CCN(S(=O)(=O)c2ccccc2F)C1c1cccc(Cl)c1 (stereo not drawn)	3	-3.7	0.4	-2	.	5	.	0	-2.2
CC(N)Cc1c[nH]c2ccc(Cl)cc12 (stereo not drawn)	-4	-0.5	0.1	3	-3.6	-11	10	2	1.5
NC(N)=NCCCc1cn(CC(=O)N2CCNCC2)nn1	-3	-1.9	0.2	1	-0.5	-5	2	4	-0.9
CCOc1ccc(CNC(=O)Cn2c(=O)c3cccn3c3ccccc32)cc1	12	-1.8	0.2	-3	0.8	3	-4	-9	-0.3
Cc1ccc(CNC(=O)CCS(=O)(=O)c2cccc3nsnc23)cc1	-10	-3.4	-0.2	0	-2.2	-2	1	-45	1.3
Cc1ccc(Cl)cc1N1CCN(C(=O)c2ccc3c(c2)CCN3S(C)(=O)=O)CC1	6	-2.3	1.3	8	-1.6	3	9	1	1.8
CCC(=NNS(=O)(=O)c1ccc(C)cc1)c1ccccc1	0	-2.9	0.1	1	.	-3	-6	-1	-1.7
CCOCCCNCC(=O)Nc1ccc(S(=O)(=O)NC(C)CC)cc1 (stereo not drawn)	-8	0.4	-0.5	-2	1.0	5	2	-4	.
O=C(NCC1CCN(Cc2cccc(Cl)c2)CC1)Nc1ccc(Cl)cc1	7	-2.2	-2.5	1	-0.8	-24	-7	-11	-3.2
Cc1cc(C(F)(F)F)cc(NNC(=O)NC(=O)c2ccccc2Cl)n1	-7	-2.3	.	1	-3.5	.	7	2	-1.1
COC(=O)Cc1csc(NC(=O)CSc2nnc3ccccn23)n1	-10	-5.1	-0.2	2	-1.8	2	-3	7	.
Cc1cc(NC(=O)Cc2csc(-c3ccccc3)n2)ccc1Br	-16	-0.5	7.2	-1	2.0	-12	7	10	-0.1
N#Cc1ccc[n+](CC(=O)c2ccc(NC(=O)c3ccccc3)cc2)c1	1	-2.0	1.6	-5	-1.0	4	23	5	1.1
CC(C)c1ccc(NC(=O)C(c2ccccc2)N(C)C(=O)c2cnccn2)cc1 (stereo not drawn)	-10	0.4	-0.2	18	-1.0	2	3	-2	.
O=C(NCCc1nnc2ccc(NCCCN3CCOCC3)nn12)c1ccccc1	-4	-1.5	-2.2	4	1.8	-4	3	3	5.1
C[C@@]12C(=O)N(c3cccc(F)c3)C(=O)N1[C@H](c1ccc(F)cc1)[C@@H]1C(=O)N(C3CCCCC3)C(=O)[C@@H]12	.	-4.6	0.2	-4	0.5	1	-2	.	0.7
CCNC(=S)N1N=C2c3ccccc3CCC2C1c1ccc(F)cc1 (stereo not drawn)	-5	-1.9	.	0	-0.1	.	2	-7	-0.7
COc1ccc2c(C(=O)CN3CCN(c4ccccc4)CC3)c[nH]c2c1	1	0.4	?	-1	3.1	-1	-11	-4	3.3
CC(C)(CNS(=O)(=O)c1ccc(F)cc1)CNS(=O)(=O)c1ccc(F)cc1	7	-3.8	0.6	-1	-0.9	9	2	8	2.3
COc1ccc(CNCCC(c2ccc(OC(C)C)cc2)C(C)C)cc1OC (stereo not drawn)	-10	-4.7	-0.2	1	-0.5	-4	-1	-10	0.2
CCOc1ccccc1NC(=O)C1CCCN1C(=O)c1cccs1 (stereo not drawn)	17	-2.4	0.4	1	3.1	2	-9	5	1.9
COc1ccc(-c2cc(C(=O)NC(Cc3c[nH]c4ccccc34)C(=O)O)c(C)o2)cc1OC (stereo not drawn)	5	1.3	-0.5	5	4.4	-4	1	-2	.
O=C1OC(c2cccs2)=N/C1=C\c1ccc(-c2ccccc2Cl)o1	32*	-1.7	18	-4	.	18	20	-12	1.1
CCN1CCN(S(=O)(=O)c2ccc(Cl)c(C(=O)NC(C)c3ccccc3Cl)c2)CC1 (stereo not drawn)	1	-1.8	4.4	3	1.5	?	4	0	-0.8
Cc1cc2c(cc1C)NC(c1cccnc1)C1=C(CC(C)(C)CC1=O)N2 (stereo not drawn)	12	-1.4	-0.1	-2	0.4	1	33*	0	-1.8
CC(C)(C)NC(=O)NC(=O)CSc1nnc(COc2ccccc2Cl)o1	8	-2.0	-0.2	-4	-0.3	-6	-6	4	1.6
Cc1ccc(N2C(=O)N(CC(=O)Nc3ccc(F)c(F)c3)C(=O)C2C)cc1 (stereo not drawn)	4	-0.1	.	0	2.0	.	1	-1	4.6
COc1ccc(N2CCN(C3CCCN(Cc4cccc(C)c4)C3)CC2)cc1 (stereo not drawn)	-10	-1.9	-0.7	1	1.3	-26	1	1	-0.9
COc1ccc(NC(=O)N(C)C[C@H]2OCCCC[C@@H](C)Oc3ccc(NC(=O)c4ccccc4)cc3C(=O)N([C@H](C)CO)C[C@@H]2C)cc1	15	-5.9	0.2	-4	.	-1	12	-5	-3.4&-0.5
COCCOC1CCN(C(=O)C2CCC(=O)N(CCc3ccccc3)C2)CC1 (stereo not drawn)	-2	-4.2	-3.6	2	-1.6	-23	2	11	-0.2

Some entries already given with just CCHF vOTU inh, BoNT-F LC inh and FadD28 binding.
molecule	CCHF vOTU inh	BoNT-F LC inh	FadD28 binding
Cc1cc2c(cc1C)NC(c1cccnc1)C1=C(CC(C)(C)CC1=O)N2 (stereo not drawn)	12	1	-1.4
COc1ccc(NC(=O)N(C)C[C@H]2OCCCC[C@@H](C)Oc3ccc(NC(=O)c4ccccc4)cc3C(=O)N([C@H](C)CO)C[C@@H]2C)cc1	15	-1	-5.9
COCCOC1CCN(C(=O)C2CCC(=O)N(CCc3ccccc3)C2)CC1 (stereo not drawn)	-2	-23	-4.2
CCN1CCN(S(=O)(=O)c2ccc(Cl)c(C(=O)NC(C)c3ccccc3Cl)c2)CC1 (stereo not drawn)	1	?	-1.8
CC(C)(C)NC(=O)NC(=O)CSc1nnc(COc2ccccc2Cl)o1	8	-6	-2.0

Ordered by molar mass (lowest first): some entries from above.
SMILES	CCHF vOTU inh	FadD28 binding	BoNT A protease	FBA Mtb inh	UGM FP inh	BoNT-F LC inh	GDH-TPI inh	PrPC surface inh	BioA inh
CCOc1ccccc1NC(=O)C1CCCN1C(=O)c1cccs1 (stereo not drawn)	17	-2.4	0.4	1	3.1	2	-9	5	1.9
O=C1OC(c2cccs2)=N/C1=C\c1ccc(-c2ccccc2Cl)o1	32*	-1.7	18	-4	.	18	20	-12	1.1
COCCOC1CCN(C(=O)C2CCC(=O)N(CCc3ccccc3)C2)CC1 (stereo not drawn)	-2	-4.2	-3.6	2	-1.6	-23	2	11	-0.2
